ATXN2 expr inh: Primary qHTS for Inhibitors of ATXN expression. Potency, µM (doses to about 57 µM), inactives show at the top dose activity change, negative = inhibition, usual class: inhibitors. actives 0.72% (n = 360,000). HEK-293 ATXN2-luciferase reporter, luminescence, 24 h. AID 1745845, 2022; note: potency is the fitted concentration of half-maximal effect; % is set by controls: 0 for no effect and ±100 for the full control effect; nearly all actives have a fitted effect of over 55% in size
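ATXN2-luciferase reporter cells (luciferase flanked by upstream and downstream ATXN2 gene portions) were treated 24 h at 37 °C with compounds at up to 57 uM. SteadyGlo luminescence gave expression; GF-AFC fluorescence gave viability.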
EPAC2 agonist: qHTS for Agonist of cAMP-regulated guanine nucleotide exchange factor 4 (EPAC2): primary screen | Potency, µM (series often up to 154 µM), inactives show top-dose activation, hits mostly activators | actives 0.079% (n = 360,000) | EPAC2 activation, biochemical qHTS; response scale: 100% = 6.5 mM cAMP response | Rap guanine nucleotide exchange factor 4 (Homo sapiens), Q8WZA2; note: potency is the fitted concentration of half-maximal effect; nearly all actives have a fitted effect of over 50% in size
Target sequence (Q8WZA2 whole entry, looked up): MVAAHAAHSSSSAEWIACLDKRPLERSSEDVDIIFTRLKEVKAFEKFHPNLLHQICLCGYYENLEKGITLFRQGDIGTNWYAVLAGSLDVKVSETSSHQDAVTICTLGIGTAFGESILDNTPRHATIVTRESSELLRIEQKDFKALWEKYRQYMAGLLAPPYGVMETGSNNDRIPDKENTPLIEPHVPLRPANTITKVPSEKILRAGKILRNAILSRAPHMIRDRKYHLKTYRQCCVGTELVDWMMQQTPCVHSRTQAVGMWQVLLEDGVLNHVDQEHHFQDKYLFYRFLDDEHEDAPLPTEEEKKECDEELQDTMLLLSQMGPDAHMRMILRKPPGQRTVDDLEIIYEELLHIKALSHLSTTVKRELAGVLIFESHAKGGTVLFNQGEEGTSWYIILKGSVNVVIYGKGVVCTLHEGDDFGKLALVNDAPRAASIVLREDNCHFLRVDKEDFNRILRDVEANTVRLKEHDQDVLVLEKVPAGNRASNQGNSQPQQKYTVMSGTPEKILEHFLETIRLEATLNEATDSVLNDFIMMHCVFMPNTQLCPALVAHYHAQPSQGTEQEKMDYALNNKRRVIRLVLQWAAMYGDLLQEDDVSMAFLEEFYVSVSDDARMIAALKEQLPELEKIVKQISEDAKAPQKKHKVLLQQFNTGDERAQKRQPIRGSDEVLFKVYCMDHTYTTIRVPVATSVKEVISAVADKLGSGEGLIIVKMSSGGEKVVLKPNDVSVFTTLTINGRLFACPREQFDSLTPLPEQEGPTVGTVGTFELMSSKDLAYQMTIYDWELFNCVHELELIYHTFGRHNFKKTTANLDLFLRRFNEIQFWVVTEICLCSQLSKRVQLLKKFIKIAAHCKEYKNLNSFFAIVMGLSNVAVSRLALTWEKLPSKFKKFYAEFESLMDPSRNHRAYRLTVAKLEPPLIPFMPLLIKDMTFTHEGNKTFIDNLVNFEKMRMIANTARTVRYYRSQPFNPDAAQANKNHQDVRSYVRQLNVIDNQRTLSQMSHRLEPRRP
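Setup: EPAC2 100 nM, labeled Rap1B complex 250 nM, free GDP 50 uM. Compound titrations pinned in, brief spin, 5 min room temperature incubation. Kinetic fluorescence read over 30 min, normalized to 6.5 mM cAMP.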
Nrf2 block: Nrf2 qHTS screen for inhibitors | A549 ARE-Fluc reporter, luciferase luminescence, 18-24 h | Potency, µM (titrated, usually from 46 µM), for the others: at the highest dose activity change, negative = inhibition, hits mostly inhibitors | actives 2.1% (n = 360,000) | AID 504444, 2011; note: potency is the fitted concentration of half-maximal effect; % is set by controls: 0 for no effect and ±100 for the full control effect; nearly all actives have a fitted effect of over 60% in size
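Two sequential reads on A549 ARE_Fluc cells exposed to compound for 18-24 h: a CellTiter-Fluor fluorescence read for viability, then a luciferase luminescence read for Nrf2/ARE activity.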
HepG2 viability: qHTS for Inhibitors of TGF-b: Cytotox Counterscreen. AID 588856, 2011. actives 0.76% (n = 410,000). Potency, µM (highest dose often 46.1 µM), inactives show at the top dose activity change, negative = cytotoxicity, usual class: cytotoxic. HepG2 CAGA-GFP viability, ATP luminescence, 18 h; note: potency is the fitted concentration of half-maximal effect; some results filed as inactive show a strong effect at the top dose
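CellTiter-Glo luminescence gave cytotoxicity after 18 hours at 37 degrees C. The cells were HepG2 CAGA-GFP in 1% FBS DMEM, stimulated with 500 pg/mL TGF-beta after compound addition. %Activity was normalised to no-cell wells (complete cell-killing) and DMSO (no toxicity), and curves were fitted and classified.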
IL-2 act: qHTS of IL-2 Activators | IL-2 activation reporter assay, cell-based qHTS; stimulated with anti-CD3/CD4/CD28 beads; in transgenic mouse T cells | activation, % (series mostly up to about 46 µM) | actives 0.065% (n = 360,000) | AID 652025, 2013; in the data active = activation above about 50%; inconclusive = mostly about 30% to 49%; note: 0% is about no effect
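Unstimulated transgenic mouse T cells, 750 per well, received compound and, after 60 minutes, anti-CD3/anti-CD4 bead plus anti-CD28 stimulation. EGFP and DsRed were quantified after 18 hours.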
TGFb inhibitor: qHTS for Inhibitors of TGF-b; HepG2 CAGA-GFP TGF-b/SMAD3 reporter, GFP fluorescence, 18 h; TGF-beta stimulated, 500 pg/mL final; Potency, µM (doses to about 46.1 µM), for the others: at the highest dose activity, negative = inhibition, most hits filed as inhibitors; actives 1.2% (n = 410,000); note: potency is the fitted concentration of half-maximal effect; % is set by controls: 0 for no effect and ±100 for the full control effect; nearly all actives have a fitted effect of over 65% in size
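Cell-based qHTS in HEPG2 carrying a CAGA-GFP Smad reporter; compounds added before 500 pg/mL final TGF-beta, 18 h incubation at 37 degrees C, GFP fluorescence quantified per cell by imaging cytometry.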
S2 tox: Viability Counterscreen for Primary qHTS for Inhibitors of ATXN expression; actives 0.49% (n = 400,000); Potency, µM (doses to about 56.7 µM), most hits filed as cytotoxic; AID 651635, 2014; S2 cells (HEK-293 line with an ATXN2-luciferase reporter) viability, CellTiter-Fluor protease fluorescence, 24 h; note: potency is the fitted concentration of half-maximal effect; nearly all actives have a fitted effect of over 40% in size
A549 viability: Nrf2 qHTS screen for inhibitors: counterscreen for cytotoxicity. A549 ARE-Fluc cells, CellTiter-Fluor viability, 18-24 h. Potency, µM (top dose mostly 46 µM), for inactives: top-dose activity change, negative = cytotoxicity, hits mostly inhibitors. actives 0.16% (n = 390,000). AID 504648, 2011; note: potency is the fitted concentration of half-maximal effect; % is set by controls: 0 for no effect and ±100 for the full control effect
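A549 ARE_Fluc cells in 5% FBS OPTI-MEM were exposed to compounds in concentration-response for 18-24 h at 37 deg C. Viability was read by CellTiter-Fluor fluorescence (Ex 405/Em 525) after 30 min, before the luciferase read.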
Nrf2 ARE act: qHTS of Nrf2 Activators | AREc32 ARE-luciferase reporter (MCF7-derived line), luminescence, 24 h | Potency, µM (doses to about 46.1 µM), without a hit: at the top dose activation, usual class: activators | actives 0.31% (n = 410,000); note: potency is the fitted concentration of half-maximal effect; % of control where 0% means no effect; nearly all actives have a fitted effect of over 65% in size
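AREc32_Fluc, 1000 cells/well, OPTI-MEM + 5% FBS, o/n 37 deg C 5% CO2; 23 nL cpd by pin tool, 24 hr; Steady-Glo 30 min RT, luminescence.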
The depositor's hits bear a star; i = inactive; ? = inconclusive; . = not tested or not shown; & = joins results of further samples; [ ] = another dose, or the depositor's remark. Unless noted, calls come from the whole dose curve; as a rule, active = well fitted curve in the direction sought with a large enough effect; inconclusive = small, poorly fitted or top-dose-only effect, or another doubt; inactive = no such curve, though single readings can be large; an effect the other way counts as inactive or inconclusive.

SMILES	ATXN2 expr inh	EPAC2 agonist	Nrf2 block	HepG2 viability	IL-2 act	TGFb inhibitor	S2 tox	A549 viability	Nrf2 ARE act
COc1ccc(C(=O)NCc2cn3ccsc3n2)cc1OC	2%	14%	-6%	-2%	-2.6	0%	i	-3%	3.7%
Cn1cnnc1SCC(=O)c1cc2ccccc2o1	.	1%	-15%	-1%	-0.5	12%	i	-5%	0.2%
CCC(=O)NC(Nc1sc2c(c1C(=O)OC)CCCC2)(C(F)(F)F)C(F)(F)F	0%	-4%	17%	-5%	-3.1	-18%	i	-1%	0.1%
CS(=O)(=O)N1CCN(c2ccccc2[N+](=O)[O-])CC1	-11%	3%	-3%	2%	-0.5	21%	i	-8%	-0.5%
O=S(=O)(Cc1ccccc1)Nc1ccc(F)cc1	6%	8%	?	2%	1.8	9%	i	1%	0.1%
CC(=O)Nc1ccc(NC(=O)c2cccc3c2-c2ccccc2C3=O)cc1	.	?	-8%	-24%	-0.9	?	i	0%	-1.6%
CCCCC(=O)/C=C/n1c(=S)oc2ccccc21	?	0%	?	-58%	-1.4	5µM*	?	-4%	10µM*
COc1cc(NC(=O)N[C@@H](Cc2c[nH]c3ccccc23)C(=O)O)c(C(=O)O)cc1OC	-22%	14%	6%	10%	-4.5	22%	i	3%	0.2%
COc1cc(/C=C(\C#N)C(=O)NCC2CCCO2)c([N+](=O)[O-])cc1OC (centres undefined)	1%	9%	-8%	-47%	-0.9	-5%	i	0%	15%
Clc1ccccc1-c1nn2c(-c3ccccn3)nnc2s1	12%	-1%	0%	-1%	-2.1	5%	i	2%	0.5%
COC(=O)c1ccccc1NC1=C/C(=N\S(=O)(=O)c2cccs2)c2ccccc2C1=O	4µM*	8%&2%	-5%&19%	-23%&-106%	-0.9&-1.7	?	7.1µM*	?	13%&-0.6%
COC(=O)c1ccccc1OCCCN(C)C	-8%	-3%	4%	-5%	-0.4	-11%	i	1%	-0.4%

Compound profiles, as listed above. Screens in order: ATXN2 expr inh | EPAC2 agonist | Nrf2 block | HepG2 viability | IL-2 act | TGFb inhibitor | S2 tox | A549 viability | Nrf2 ARE act
COc1cc(/C=C(\C#N)C(=O)NCC2CCCO2)c([N+](=O)[O-])cc1OC (centres undefined) reads 1% | 9% | -8% | -47% | -0.9 | -5% | i | 0% | 15%
COc1ccc(C(=O)NCc2cn3ccsc3n2)cc1OC reads 2% | 14% | -6% | -2% | -2.6 | 0% | i | -3% | 3.7%
COc1cc(NC(=O)N[C@@H](Cc2c[nH]c3ccccc23)C(=O)O)c(C(=O)O)cc1OC reads -22% | 14% | 6% | 10% | -4.5 | 22% | i | 3% | 0.2%

The listing continues:
SMILES	ATXN2 expr inh	EPAC2 agonist	Nrf2 block	HepG2 viability	IL-2 act	TGFb inhibitor	S2 tox	A549 viability	Nrf2 ARE act
O=C(NCC1CCOCC1)c1cc(COc2ccc(F)cc2F)on1	11%	7%	8%	-1%	-1.3	13%	i	3%	1.7%
CC1CCN(C(=O)C2CCN(C(=O)c3cc4sccc4n3Cc3ccc(F)cc3)CC2)CC1	?	14%	-51%	-35%	-0.3	?	?	2%[1.84 µM]	3.7%
O=C(COC(=O)c1ccc(F)cc1)NCC1COc2ccccc2O1 (centres undefined)	-2%	-1%	6%	-1%	0.2	-4%	i	-2%	0.3%
Cc1cc(C(C)(C)C)cc(C)c1S(=O)(=O)N1CC(=O)Nc2ccccc21	-17%	15%	-17%	13µM*	-2.3	?	i	1%	-0.9%
COc1ccc(OC(C)C(=O)Nc2ccccc2F)cc1 (centres undefined)	2%	4%	1%	12%	-0.5	0%	i	11%	-0.5%
CC(C)c1csc(CN2CCN(Cc3ccccc3)C(CCO)C2)n1 (centres undefined)	-8%	2%	0%	-7%	-1.5	-2%	?	1%	3.8%
COc1ccccc1CNC(=O)CCN1C(=O)c2ccccc2C1=O	15%	4%	3%	4%	4.3	5%	i	-9%	0.1%
COc1ccc(NC(=O)CSc2oc(-c3ccco3)nc2S(=O)(=O)c2ccccc2)c(OC)c1	-12%	.	10%[9.27 µM]	-3%	.	0%	i	-5%	6.2%
CCN(C(=O)COC(=O)c1n[nH]c2ccccc12)c1ccccc1	-4%	9%	?	-6%	4.0	-13%	i	-21%	-1.3%
O=C(NCC(c1cccnc1)N1CCN(c2ccccc2F)CC1)c1cccc(Cl)c1 (centres undefined)	-22%	-1%[15.6 µM]	21µM*	4%	1.9	1%	i	-17%	4.0%
Cc1ccc(C(=O)COC(=O)c2cn3ccccc3n2)cc1	35%	6%	17%	-16%	0.8	-11%	i	5%	3.1%
COc1ccc2c(CC(=O)OCC(=O)NC(N)=O)coc2c1	15%	-1%	2%	5%	-1.9	2%	i	-1%	-0.3%
O=C(OCn1nnc2ccccc2c1=O)C12CC3CC(CC(O)(C3)C1)C2	-8%	17%	-19%	19%	2.4	2%	i	0%	0.1%
CCCCNc1nc2ccccc2nc1Cl	-6%[11.3 µM]	9%	25%	12%	-0.9	4%	i	-1%	3.5%
O=C(CSc1nccn1-c1cccc(Cl)c1)Nc1ccc2c(c1)OCO2	.	.	.	-20%	.	-24%	.	0%	-0.3%
O=c1c([N+](=O)[O-])c[nH]c2ccccc12	12%	-2%	-10%	2%	-3.3	4%	i	-1%	-0.6%
COC(=O)c1cc(Br)c(=O)n(-c2nccs2)c1	-9%	-15%	-18%	-25%	-0.8	6%	i	-9%	-0.7%
Cc1ccc2c(c1)c(=O)c(C(=O)c1ccc3c(c1)OCO3)cn2Cc1cccc(F)c1	-24%	.	?	-33%	.	?	?	-20%	5.2%
Cc1ccccc1OC(=O)C1C(c2ccccc2)C(C(=O)O)C1c1ccccc1 (centres undefined)	-14%	-13%	-18%	-2%	-0.2	9%	i	-5%	-0.8%
COc1cc(C)nc(Oc2ccc(OCCOc3ccc(C)cc3)nn2)n1	0%	-4%	10%	13%	1.0	4%	i	-2%	4.0%
O=C(NCC(F)(F)F)c1cc2c(c(-c3cccc(-c4ccccc4F)c3)n1)[C@@H](CCO)N(C(=O)CC1CC1)C2	?	6%	.	.	0.5	.	?	.	2.3%
COc1ccc(CNC(=O)CC2C[C@H](C(=O)N3CCOCC3)[C@@]3(CCC4CCCC4)c4[nH]c5ccccc5c4CCN3C2=O)cc1OC (some centres undefined)	?	15%	?	-14%	-0.1	?	?	-17%	7.3%
O=S(=O)(c1ccc(Br)cc1Cl)N1CCCN(c2ccc(C(F)(F)F)cn2)CC1	-35%	-4%	?	-1%	-3.7	?	?	2%	3.2%
Cn1c(=O)c2sccc2n2c(CCCC(=O)NCc3ccco3)nnc12	.	10%	0%	4%	0.7	4%	i	2%	-0.6%

An excerpt from above, reduced to EPAC2 agonist and TGFb inhibitor:
| compound | EPAC2 agonist | TGFb inhibitor |
| --- | --- | --- |
| Cc1ccc2c(c1)c(=O)c(C(=O)c1ccc3c(c1)OCO3)cn2Cc1cccc(F)c1 | . | ? |
| Cc1ccccc1OC(=O)C1C(c2ccccc2)C(C(=O)O)C1c1ccccc1 (centres undefined) | -13% | 9% |

The listing continues.
SMILES	ATXN2 expr inh	EPAC2 agonist	Nrf2 block	HepG2 viability	IL-2 act	TGFb inhibitor	S2 tox	A549 viability	Nrf2 ARE act
CCOc1ccc(C(=O)N2CCC(C(=O)c3ccc4c(c3)OCCO4)CC2)cc1	-7%	3%	?	-18%	-1.6	2%	i	-15%	0.7%
CC(=O)CSc1nc(-c2ccccc2)[nH]c1S(=O)(=O)c1ccc(C)cc1	8%	.	-8%	-23%	.	-28%	?	-4%	-0.6%
O=C(N/N=C(\Cc1ncc[nH]1)c1ccccc1)c1cccnc1	?	10%	2.3µM*	-3%	-1.0	-2%	i	-16%	2.2%
CCCCCCNS(=O)(=O)c1ccc(OC)c(OC)c1	-17%	11%	?	-10%	1.2	-16%	i	-11%	-0.2%
O=C(c1cccc(C(F)(F)F)c1)C1CCCN(Cc2ccc(OCCO)cc2)C1 (centres undefined)	-21%	-3%	-20%	-2%	2.7	?	i	0%	2.8%
COc1ccc(Cc2nnc(SC(C)C(=O)Nc3ccc(F)cc3Cl)o2)cc1 (centres undefined)	4%	2%	-6%	-5%	-1.7	-1%	i	-7%	-0.6%
Cc1ccc(Sc2ccc([N+](=O)[O-])cc2[N+](=O)[O-])nc1	.	-1%	2%	-4%	1.7	-4%	i	-12%	16µM*
Cc1ccccc1CN1CCNC(=O)C1CC(=O)NCCN1CCCCC1=O (centres undefined)	-3%	-1%	7%	13%	2.3	-2%	i	0%	-1.2%
CN1CCN(CC#CCC(O)(c2ccccc2)C2CCCC2)CC1 (centres undefined)	-2%	0%	4%	-2%	2.6	13%	i	12%	-0.8%
COc1ccc(N2CCN(CCCNC(=O)C3COc4ccccc4C3)CC2)cc1 (centres undefined)	-30%	.	.	-34%	.	3%	i	9%	4.1%
CC(=O)c1c(N2CCN(C)CC2)[nH]c(-c2ccccc2)nc1=S	0%	0%	?	-45%	0.1	23%	i	-10%	3.3%
CN1CCc2cc(Cl)c(O)cc2[C@@H](c2ccccc2)C1	-20%	-5%	-4%	-23%	-0.1	2%	?	-17%	-0.1%
Cc1nnc(N2CCCCC2)c2ccccc12	-4%	-84%[15.6 µM]	-4%	19%	0.1	17%	i	3%	-0.8%
CCCc1c(C(=O)N/N=C/c2ccc3c(c2)OCO3)nnn1-c1nonc1N	.	0%	.	-15%	0.6	-13%	i	.	0.2%
CC(=O)c1ccc(NS(=O)(=O)c2cc3[nH]c(=O)c(=O)[nH]c3cc2C)cc1	3%	.	?	2%	.	5%	i	4%	0.3%

Screening data deposited in PubChem BioAssay by National Center for Advancing Translational Sciences (NCATS).

This is a random part of the collection. Share with any hit: about 4.3%.
